Pf growth 48h = P. falciparum growth inhibition at 48 hours (one generation); Potency, µM (series often up to 28.7 µM), for inactives: at the highest dose activity change, negative = inhibition, most hits filed as inhibitors; 310,000 tested, 5.9% active; P. falciparum luciferase growth in erythrocytes, 48 h; also: potency is read from the fitted curve at half-maximal effect; % is scaled to controls: 0 for no effect and ±100 for the full control effect
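Firefly luciferase activity from engineered P. falciparum reports growth; inhibitors lower the luminescent signal. Cultures contained 2% hematocrit erythrocytes at 0.1% final parasitemia.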
Pf growth 96h = P. falciparum growth inhibition at 96 hour, primary screen for plastid delayed-death inhibitors; P. falciparum luciferase reporter growth, 96 h; Potency, µM (highest dose often 28.7 µM), for the others: at the highest dose activity change, negative = inhibition, most hits filed as inhibitors; 320,000 tested, 6.9% active; AID 504834; also: potency is read from the fitted curve at half-maximal effect; % is scaled to controls: 0 for no effect and ±100 for the full control effect
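Infected RBCs, 2% Hct / 0.05% parasitemia final; luciferase-reporter P. falciparum; cpd 96 h, 37 C, 5% CO2; luciferase detection reagent; luminescence.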
Giardia FBPA inh = blocks Giardia fructose-bisphosphate aldolase activity; A8B2U2; purified Giardia FBPA; Potency, µM (top dose mostly 59.6 µM), for inactives: top-dose activity, negative = inhibition, usual class: inhibitors; 290,000 tested, 0.71% active; also: potency is read from the fitted curve at half-maximal effect; % is scaled to controls: 0 for no effect and ±100 for the full control effect; nearly all actives have a fitted effect of over 55% in size
Target sequence (A8B2U2 whole entry, looked up): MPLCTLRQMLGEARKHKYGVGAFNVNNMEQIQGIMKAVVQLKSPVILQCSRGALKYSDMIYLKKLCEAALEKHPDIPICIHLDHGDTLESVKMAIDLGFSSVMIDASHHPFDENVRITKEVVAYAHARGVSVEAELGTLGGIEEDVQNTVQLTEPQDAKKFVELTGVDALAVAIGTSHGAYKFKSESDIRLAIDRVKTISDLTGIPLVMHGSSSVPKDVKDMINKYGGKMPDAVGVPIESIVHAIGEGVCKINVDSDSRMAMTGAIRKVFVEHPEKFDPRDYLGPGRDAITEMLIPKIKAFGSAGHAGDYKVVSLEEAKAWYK
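Giardia FBPA (40 nM reagent) was preincubated 10 min at RT with compound (up to 57.5 uM final), then substrate plus GAPDH/TPI/NAD/arsenate coupling system with diaphorase/resazurin was added; resorufin fluorescence (525/598 nm) was read after 20 min.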
Cycloheximide cs = counter-screen hit for Shiga toxin inhibitors, cycloheximide; cell reporter, cycloheximide protein synthesis inhibition counterscreen; max response, %; 300,000 tested, 12% active; AID 2314; in the data active = max response mostly above about 13%, no sharp cut-off; inactive = mostly below about 14%; also: read at 38.3 µM for the half of the compounds with a filed dose; 0% is about no effect
Sm TGR block = blocks Schistosoma mansoni thioredoxin glutathione reductase. purified TGR, DTNB reduction, TNB absorbance 405 nm. Q962Y6. Potency, µM (top dose mostly 114 µM), for the others: at the highest dose activity change, negative = inhibition, actives largely listed as inhibitors. 360,000 tested, 3% active; also: potency is read from the fitted curve at half-maximal effect; % is scaled to controls: 0 for no effect and ±100 for the full control effect; nearly all actives have a fitted effect of over 60% in size
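Kinetic colorimetric format: TGR-catalysed, NADPH-driven DTNB reduction monitored via TNB absorbance. Enzyme dispensed at 20 nM; compound exposure 15 min at room temperature before reaction start.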
Shiga toxin inh = blocks Shiga toxin action in Vero cells | AID 2315 | inhibition, % at 38.7 µM | Vero cells, Shiga toxin protein synthesis inhibition reporter | 290,000 tested, 9.2% active; in the data active = inhibition mostly above about 28%, no sharp cut-off; inactive = mostly below about 43%; also: 0% is about no effect
Active calls of the source: *; [ ] = another dose, or the depositor's remark. Unless noted, calls follow the shape of the dose curve; as a rule, active = well fitted curve in the direction sought with a large enough effect; inconclusive = small, poorly fitted or top-dose-only effect, or another doubt; inactive = no such curve, though single readings can be large; an effect the other way counts as inactive or inconclusive.

How did CC[n+]1c(/C=C/C=C/N(C(C)=O)c2ccccc2)sc2cc(OC)ccc21 do in these assays?
Pf growth 48h: 9.3µM*; Pf growth 96h: 13%; Giardia FBPA inh: -6%; Cycloheximide cs: -1; Sm TGR block: -9%; Shiga toxin inh: -6

What do the screens show for `Cn1c(=O)[nH]c(=O)c2c1nc(CN1CCN(c3cccc(Cl)c3)CC1)n2CCc1ccccc1`?
Pf growth 48h: inconclusive; Pf growth 96h: 1%; Giardia FBPA inh: -3%; Cycloheximide cs: -1; Sm TGR block: -25%; Shiga toxin inh: -7

Results for COc1cccc(-c2cc(C(=O)NCC3CCCO3)on2)c1 (stereo unspecified) ?
Pf growth 48h: 104%[activator]; Pf growth 96h: inconclusive; Cycloheximide cs: 36*; Sm TGR block: -9%; Shiga toxin inh: 48*

How did COc1ccc(Nc2nc(N)nc(CSC(=S)N3CCCCC3)n2)cc1 do in these assays?
Pf growth 48h: 4%; Pf growth 96h: 2%; Giardia FBPA inh: -16%; Cycloheximide cs: 48*; Sm TGR block: 11%; Shiga toxin inh: 36*

How did Cc1cc2[nH]cnc2c([N+](=O)[O-])c1C do in these assays?
Pf growth 48h: -2%; Pf growth 96h: 39%[activator]; Giardia FBPA inh: -16%; Cycloheximide cs: -3; Shiga toxin inh: -15

Results for CC1CCc2[nH]c3ccc(C(=O)N(C)CC(=O)Nc4ccccc4C(F)(F)F)cc3c2C1 (stereo unspecified) ?
Pf growth 48h: inconclusive; Pf growth 96h: inconclusive; Sm TGR block: -2%

Results for Cc1ccc(NC(=O)CSc2nnc(-c3cnccn3)n2-c2ccccc2)cc1 ?
Pf growth 48h: inconclusive; Pf growth 96h: inconclusive; Giardia FBPA inh: 6%; Cycloheximide cs: -4; Sm TGR block: 12%; Shiga toxin inh: -8

How did CCCn1c(SCC(=O)c2[nH]c(C)c(C(C)=O)c2C)n[nH]c1=O do in these assays?
Pf growth 48h: 33%[activator]; Pf growth 96h: 1%; Giardia FBPA inh: -7%; Cycloheximide cs: 2; Sm TGR block: 4%; Shiga toxin inh: -2

What do the screens show for `O=C(Cc1ccc(Cl)cc1)NC1CCS(=O)(=O)C1` (stereo unspecified)?
Pf growth 48h: -17%; Pf growth 96h: inconclusive; Giardia FBPA inh: -1%; Cycloheximide cs: -1; Sm TGR block: -1%; Shiga toxin inh: 2

What do the screens show for `O=C(NCc1nc2ccccc2[nH]1)C1CCCCC1`?
Pf growth 48h: 11%; Pf growth 96h: 154%[activator]; Giardia FBPA inh: 5%; Cycloheximide cs: 8; Shiga toxin inh: 11

Results for O=C1CC(c2ccccc2)Cc2nc(N3CCc4ccccc4C3)ncc21 (stereo unspecified) ?
Pf growth 48h: 20%; Pf growth 96h: inconclusive; Giardia FBPA inh: 1%; Cycloheximide cs: 13; Sm TGR block: -20%; Shiga toxin inh: -2

Results for Cc1cccc(N=c2c([N+](=O)[O-])nn(-c3ccc(Cl)cc3)n2O)c1 ?
Pf growth 48h: inconclusive; Pf growth 96h: -19%; Giardia FBPA inh: -12%; Cycloheximide cs: 20*; Sm TGR block: -8%; Shiga toxin inh: 35

What do the screens show for `CNC(=O)c1cc(Nc2nnc(C)c3ccccc23)ccc1OC`?
Pf growth 48h: 0%; Giardia FBPA inh: -9%; Cycloheximide cs: 3; Sm TGR block: 2%; Shiga toxin inh: 45

Results for O=C(CCN1C(=O)c2ccccc2C1=O)Nc1sc2c(c1C(=O)NCc1ccco1)CCCC2 ?
Pf growth 48h: inconclusive; Pf growth 96h: -3%; Giardia FBPA inh: 2%; Cycloheximide cs: 14; Sm TGR block: -30%; Shiga toxin inh: 54

What do the screens show for `O=c1cc(N2CCN(c3ccccc3Cl)CC2)[nH]c(=O)n1Cc1ccc(F)cc1`?
Pf growth 48h: 54%[activator]; Pf growth 96h: 18%; Giardia FBPA inh: 2%; Cycloheximide cs: -3; Sm TGR block: 1%; Shiga toxin inh: 15

How did COC(=O)C1=C(C)OC(N)=C(C#N)C1c1c(C)nn(-c2ccccc2)c1Cl (stereo unspecified) do in these assays?
Pf growth 48h: -13%; Pf growth 96h: inconclusive; Giardia FBPA inh: -13%; Cycloheximide cs: -1; Sm TGR block: -9%; Shiga toxin inh: 9

What do the screens show for `COc1ccccc1NC(=O)C1=C(C)NC(SCC(=O)c2ccc(C)cc2)=C(C#N)C1c1ccco1` (stereo unspecified)?
Pf growth 96h: 3%[5.75 µM]; Giardia FBPA inh: -23%; Cycloheximide cs: 5; Sm TGR block: inconclusive; Shiga toxin inh: -3

What do the screens show for `O=C(Nc1ccc(Oc2cccnc2)cc1)C1CCN(Cc2ccc(F)cc2)CC1`?
Pf growth 48h: inconclusive; Pf growth 96h: 11%; Cycloheximide cs: 11; Sm TGR block: -9%; Shiga toxin inh: 0

What do the screens show for `CCN1C(=O)CS/C1=C(\C#N)S(=O)(=O)c1ccccc1`?
Pf growth 48h: 9%; Pf growth 96h: 3%; Giardia FBPA inh: -15%; Cycloheximide cs: -4; Sm TGR block: 12%; Shiga toxin inh: -15

Results for O=C(COC(=O)C1CC1)c1c[nH]c2ccccc12 ?
Pf growth 48h: 36%[activator]; Pf growth 96h: 5%; Giardia FBPA inh: -3%; Cycloheximide cs: 57*; Sm TGR block: 4%; Shiga toxin inh: 76*

How did Cc1sc(NC(=O)C2CCCCC2C(=O)O)c(C(N)=O)c1-c1ccccc1 (stereo unspecified) do in these assays?
Pf growth 48h: 45%[activator]; Pf growth 96h: 195%[activator]; Giardia FBPA inh: 16%; Cycloheximide cs: 38*; Sm TGR block: 3%; Shiga toxin inh: 40*

Results for CCOc1ccc2nc(SC3CC(=O)N(c4ccccc4)C3=O)sc2c1 (stereo unspecified) ?
Pf growth 48h: 102%[activator]; Pf growth 96h: 43%[activator]; Giardia FBPA inh: 2%; Cycloheximide cs: 10; Sm TGR block: inconclusive; Shiga toxin inh: -19

What do the screens show for `O=C1[C@H]2[C@@H](c3ccc(F)cc3)N3C(=O)N(c4cccc(Cl)c4)C(=O)[C@@]3(Cc3ccc(Cl)cc3)[C@H]2C(=O)N1C1CCCCC1`?
Pf growth 48h: 4.7µM*; Pf growth 96h: 5.2µM*; Giardia FBPA inh: -4%; Cycloheximide cs: -2; Sm TGR block: -29%; Shiga toxin inh: -3

What do the screens show for `CCNc1sc(C(=O)OCC)c(N)c1C#N`?
Pf growth 48h: 12%; Pf growth 96h: 18%; Giardia FBPA inh: -2%; Cycloheximide cs: 5; Sm TGR block: -5%; Shiga toxin inh: -9

Of the compounds above, 3 contain two or more sulfur atoms.
How did COc1ccc(Nc2nc(N)nc(CSC(=S)N3CCCCC3)n2)cc1 do in these assays?
Pf growth 48h: 4%; Pf growth 96h: 2%; Giardia FBPA inh: -16%; Cycloheximide cs: 48*; Sm TGR block: 11%; Shiga toxin inh: 36*

What do the screens show for `CCN1C(=O)CS/C1=C(\C#N)S(=O)(=O)c1ccccc1`?
Pf growth 48h: 9%; Pf growth 96h: 3%; Giardia FBPA inh: -15%; Cycloheximide cs: -4; Sm TGR block: 12%; Shiga toxin inh: -15

Results for CCOc1ccc2nc(SC3CC(=O)N(c4ccccc4)C3=O)sc2c1 (stereo unspecified) ?
Pf growth 48h: 102%[activator]; Pf growth 96h: 43%[activator]; Giardia FBPA inh: 2%; Cycloheximide cs: 10; Sm TGR block: inconclusive; Shiga toxin inh: -19

(next part)
How did CCCOc1ccc(OCCSc2nnc(N)s2)cc1 do in these assays?
Pf growth 48h: 99%[activator]; Giardia FBPA inh: 0%; Cycloheximide cs: 26*; Sm TGR block: 1%; Shiga toxin inh: 95*

What do the screens show for `O=C(CCSc1nc(-c2ccco2)cc(C(F)(F)F)n1)N1CCCc2ccccc21`?
Pf growth 48h: 15µM*; Giardia FBPA inh: 0%; Cycloheximide cs: 5; Sm TGR block: 40µM*; Shiga toxin inh: 21

How did Cc1cc(C)c(C(=O)C(C)OC(=O)c2ccccn2)cc1C (stereo unspecified) do in these assays?
Pf growth 48h: 103%[activator]; Pf growth 96h: -16%; Cycloheximide cs: -3; Sm TGR block: 1%; Shiga toxin inh: 0

How did COCCN1C(=O)C(=O)/C(=C(/O)c2cccc(S(=O)(=O)N(C)C)c2)C12C(=O)N(C)c1ccccc12 (stereo unspecified) do in these assays?
Pf growth 48h: 8%; Pf growth 96h: 17%; Giardia FBPA inh: 12%; Cycloheximide cs: -3; Sm TGR block: -15%; Shiga toxin inh: -10

What do the screens show for `Cc1ccc(NC(=O)CCSc2nc(C)cc(C)n2)cc1`?
Pf growth 96h: inconclusive; Giardia FBPA inh: 0%; Cycloheximide cs: 15; Sm TGR block: 1%; Shiga toxin inh: 1

Results for COc1ccc(S(=O)(=O)N(C)c2c(C)n(C)n(-c3ccccc3)c2=O)cc1OC ?
Pf growth 48h: 0%; Pf growth 96h: -4%; Giardia FBPA inh: 4%; Cycloheximide cs: 7; Sm TGR block: 0%; Shiga toxin inh: 19

How did COc1ccc(-c2cc(C(F)(F)F)n3nc(C(=O)Nc4c(C)n(C)n(-c5ccccc5)c4=O)cc3n2)cc1 do in these assays?
Pf growth 48h: -4%; Pf growth 96h: 18%; Giardia FBPA inh: -4%; Cycloheximide cs: -2; Sm TGR block: 5%[57.1 µM]; Shiga toxin inh: -10

How did O=C(O)c1cc(-c2ccccc2Cl)n(-c2ccccc2)n1 do in these assays?
Pf growth 48h: -12%; Pf growth 96h: 17%; Giardia FBPA inh: -17%; Cycloheximide cs: -1; Sm TGR block: -4%; Shiga toxin inh: -1

How did Nc1ccc2c(c1)nnn2-c1ccccc1 do in these assays?
Pf growth 48h: 47%[activator]; Pf growth 96h: 50%[activator]; Giardia FBPA inh: -9%; Cycloheximide cs: 32*; Sm TGR block: 14%; Shiga toxin inh: 59

Results for CC1CCN(C(=O)Cn2cnc3c(cnn3C(C)(C)C)c2=O)CC1 ?
Pf growth 48h: 194%[activator]; Pf growth 96h: inactive; Giardia FBPA inh: -1%; Cycloheximide cs: 56*; Sm TGR block: 10%; Shiga toxin inh: 93*

What do the screens show for `N#Cc1c(/N=C/c2cc3ccccc3s2)sc2c1CCC2`?
Pf growth 48h: 216%[activator]; Pf growth 96h: 152%[activator]; Giardia FBPA inh: -10%; Cycloheximide cs: 20*; Sm TGR block: -4%; Shiga toxin inh: 33*

How did O=C(NC(=S)Nc1cccnc1Cl)c1ccc(Cl)cc1 do in these assays?
Pf growth 48h: 46%[activator]; Pf growth 96h: -5%; Giardia FBPA inh: 13µM*; Cycloheximide cs: 50*; Sm TGR block: -25%; Shiga toxin inh: 114*

Results for Cc1ccc(-c2cc(C(=O)Nc3nccs3)c3ccccc3n2)c(C)c1 ?
Pf growth 48h: inconclusive; Pf growth 96h: 1.3µM*; Giardia FBPA inh: 1%; Cycloheximide cs: 9; Sm TGR block: -11%; Shiga toxin inh: 3

Results for Cc1ccc(NS(=O)(=O)c2ccc(Cl)nc2)c(C)c1 ?
Pf growth 48h: 4%; Pf growth 96h: 4%; Sm TGR block: 1%

What do the screens show for `CC(=O)Nc1ccc(NC(=O)C(C)OC(=O)C2CC(=O)N(CCc3ccccc3)C2)cc1` (stereo unspecified)?
Pf growth 48h: -8%; Pf growth 96h: 1%; Sm TGR block: 0%

How did COc1cccc(OC)c1C(=O)Nc1nc(COc2ccccc2)cs1 do in these assays?
Pf growth 48h: 119%[activator]; Pf growth 96h: 45%[activator]; Giardia FBPA inh: -4%; Cycloheximide cs: 10; Sm TGR block: -5%; Shiga toxin inh: 28

What do the screens show for `O=C(Nc1ccc(N2CCOCC2)cc1)c1cccc2ccccc12`?
Pf growth 48h: 24%; Pf growth 96h: -1%; Giardia FBPA inh: -5%; Cycloheximide cs: 7; Sm TGR block: 2%; Shiga toxin inh: 30
